EWS-Fli inh – blocks EWS/Fli oncoprotein-driven transcription. A673 NR0B1-luciferase reporter, viability-normalised. inhibition, % at 12.6 µM. actives 0.67% (n = 350,000). AID 651661;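 active means mean inhibition of at least 50% after viability correction, with every replicate also passing that limit; inconclusive means mean reaches 50% but only one of two replicates passes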;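 further: firefly luciferase signal divided by Alamar Blue viability fluorescence both relative to DMSO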
INS-1E GSIS act – primary screen for activators of insulin secretion dependent on glucose, INS-1E cells, GLuc reporter luminescence; INS-1E GLuc reporter insulin secretion, 2-3 h; activation, % at 16.6 µM; actives 0.61% (n = 370,000); AID 743287;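 active means lowest replicate activation of at least 40%, so every replicate reaches that level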;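 further: 0% = median of neutral control wells and 100% = median of IBMX positive control wells; some compounds called inactive have numbers as strong as hits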
CFTR F508del cor – correctors of CFTR F508del function in bronchial epithelial cells. CFBE cells, YFP halide quenching; stimulated with forskolin plus potentiator P3; % fluorescence drop versus neutral controls. activity (quench increase), % at 7.58 µM. actives 0.36% (n = 350,000). AID 720511;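 active means mean added fluorescence quench of at least 8% versus neutral control, with both replicates also reaching 8%; inconclusive means only one of the mean or replicate conditions met; inactive means mean below 8% and not both replicates reaching 8%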;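 further: cells transiently co-express mutant CFTR-F508del with the halide-sensitive YFP; corrector assay measuring rescue of mutant channel to the surface after 24 h compound exposure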
DENV2 CPE rescue – protects cells from dengue virus 2 cytopathic effect; DENV2-infected cells, cytopathic effect rescue, plate reader; actives 1.7% (n = 350,000); CPE inhibition, % at 9.99 µM; in the data active means CPE inhibition above about 20%, passing the limit was not always enough; inconclusive means no clear call, values can overlap the other calls; tested in BHK-21 cells;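 further: 0% = median of neutral control wells and 100% = median of positive control wells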
ARNT TACC3 PPI – disrupts binding between human ARNT and TACC3. actives 0.66% (n = 390,000). Q9Y6A5. inhibition, % at 9.99 µM. AID 623870. AlphaScreen His-ARNT PAS-B/GST-TACC3 binding, luminescence; TACC3 fragment carries E629A point mutation;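 active means mean inhibition of replicates at least 50% and at least half of replicates each reaching 50%; inconclusive means half or more replicates reach 50% but mean below 50%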;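 further: 0% = complete ARNT plus TACC3 wells and 100% = ARNT alone without TACC3; many hits fall short of the cut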
ERp5 inh – ERp5 (human) disulfide isomerase inhibition | inhibition, % at 9.99 µM | actives 0.05% (n = 350,000) | Q15084 | ERp5 insulin aggregation, absorbance 650 nm, 90 min;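 active means mean replicate inhibition above about 25%, with every replicate also reaching it, limit read from the data, passing the limit was not always enough; inconclusive means only one of those two criteria met; inactive means neither criterion met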
Target sequence (Q15084 whole entry, looked up): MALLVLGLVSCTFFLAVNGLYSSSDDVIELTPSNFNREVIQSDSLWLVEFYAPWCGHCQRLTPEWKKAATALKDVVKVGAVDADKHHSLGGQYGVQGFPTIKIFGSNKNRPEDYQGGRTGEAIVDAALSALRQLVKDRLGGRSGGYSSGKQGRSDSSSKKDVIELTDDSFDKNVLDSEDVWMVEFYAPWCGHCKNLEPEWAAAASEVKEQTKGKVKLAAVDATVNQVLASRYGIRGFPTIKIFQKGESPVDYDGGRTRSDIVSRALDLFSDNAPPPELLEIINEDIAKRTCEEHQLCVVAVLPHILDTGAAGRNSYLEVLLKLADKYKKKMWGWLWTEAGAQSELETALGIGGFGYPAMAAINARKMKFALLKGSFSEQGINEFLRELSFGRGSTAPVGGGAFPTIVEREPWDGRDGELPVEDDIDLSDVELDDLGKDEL
XiGFP reactiv – activators of X-chromosome reactivation in mouse fibroblasts | XiGFP mouse fibroblasts, % GFP-positive cells imaging, 3 d; cells co-treated with 5-aza-dC sensitizer; scaled so ellipticine positive control = 100% | activation, % at 7.58 µM | actives 0.055% (n = 360,000) | AID 743238;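 active means mean normalized replicate activation at least 10% and every replicate at or above 10%; inconclusive means only one of the two criteria met; inactive means mean below 10% and not all replicates reach 10%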;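 further: 0% = median of on-plate neutral control wells and 100% = ellipticine 6 µM median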
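Assay system: SV40-immortalized XiGFP fibroblast cells, line 68-5-11; buffer or medium: DMEM plus 5-aza-dC sensitizer; compound: one concentration, pinned; timing: compounds 3 days, fix/stain 15 min at room temperature; benchmarks: positive control ellipticine, 6 µM final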
PAX8 reporter – inhibitors of PAX8 transcriptional activity in RMG-I cells | actives 1.2% (n = 360,000) | inhibition, % at 12.6 µM | RMG-I TPO-luciferase reporter, SteadyGlo, 24 h;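 active means mean replicate inhibition at least 60% with every replicate also reaching 60%; inconclusive means only one of the two criteria is met; inactive means mean below 60% and not all replicates reaching 60%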;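 further: luciferase light reporting Pax8 driven TPO promoter activity; plate controls were median of neutral control wells for no effect and mitoxantrone controls for full effect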
Starred values were filed as active, the others as inactive; ? = inconclusive; · = no result given; & = joins results of further samples. No enrichment for hits; overall some 4.2% were active at least once.

SMILES	EWS-Fli inh	INS-1E GSIS act	CFTR F508del cor	DENV2 CPE rescue	ARNT TACC3 PPI	ERp5 inh	XiGFP reactiv	PAX8 reporter
C[C@]12c3[nH]c4ccc(Cl)cc4c3CCN1C(=O)[C@@H](CC(=O)NCCN1CCOCC1)C[C@@H]2C(=O)N1CCOCC1	-4	-9	2.1	-1	-2	4	0.0	-6
COc1ccc(NC(=O)CSCC(=O)Nc2ccccc2C(=O)N2CCCCC2)cc1	5	-2	-1.1	-3	-12	1	0.6	2
Cc1noc(C)c1NC(=O)Nc1ccc2c(c1)CC(=O)N([C@H](C)CO)C[C@H](C)[C@@H](CN(C)Cc1ccccc1)O2	3	5	-1.2	2	-1	0	0.0	2
CCn1c(=O)c2c(nc(SCC(=O)N3CCC(C)CC3)n2C)n(C)c1=O	7	0	-1.2	5	-7	2	0.0	4
CC1CN(C(=O)COC(=O)c2cc3ccccc3cc2O)CC(C)O1 (stereo not drawn)	1	-8	0.5	3	·	-6	0.3	5
CN(C)c1ccc(N=Cc2nc(-c3ccccc3)oc2OC(=O)c2ccccc2)cc1	·	-5	·	·	1	·	0.0	-125
COc1ccc(NC(=O)N(C)C[C@H]2OCCCC[C@@H](C)Oc3ccc(NS(=O)(=O)c4ccc(F)cc4)cc3C(=O)N([C@H](C)CO)C[C@H]2C)cc1	13	-10	3.4	10	-6	5	0.0	-5
COCc1cc(C)nc(OCC(=O)N/N=C/c2ccc(OC)c(OC)c2)c1C#N	-5	12	0.5	-6	9	-4	0.0	-1
O=C(Nc1nc2cc3c(cc2s1)OCCO3)c1cccc(N2C(=O)CCC2=O)c1	16	·	-6.4	·	-6	-1	0.2	-62
CCC(C(=O)NCCCN1CC(C)CC(C)C1)n1ncn2c(cc3occc32)c1=O (stereo not drawn)	·	15	-2.7	11	0	4	-0.1	2
O=C(C[C@@H]1C/C=C\CCCC(=O)OC[C@@H]2CCCN2C1=O)NCCO	-8	7	-2.0	15	-19	-4	0.1	-19
CCN(CC)CCN(C(=O)C1=COCCO1)c1nc2c(OC)ccc(OC)c2s1	-7	14	2.2	-2	0	-7	0.2	3
CCN(CC)CCn1c(=N)n(CC(=O)c2ccc(Br)s2)c2ccccc21	15	·	-2.5	-15	·	-2	0.1	25
CCOC(=O)CN1C(=O)S/C(=C/c2cccc([N+](=O)[O-])c2O)C1=O	-6	-20	-0.2	-5	-15	4	0.3	-3
COc1ccc([N+](=O)[O-])cc1NC(=O)CCN1CCN(c2ccccc2OC)CC1	11	13	·	1	-3	1	-0.4	8
COc1ccc(CC(=O)Nc2ccc(C(=O)Nc3nccs3)cc2)cc1OC	-53	1	0.7	6	-5	-1	-0.1	25
CCN(CC)/C(=N\S(=O)(=O)c1ccccc1C)c1ccccc1	·	22	1.0	-3	-2	1	0.1	6
Cc1ccccc1S(=O)(=O)N1C[C@H](O)COC[C@H]2O[C@H](CC(=O)N3CCC(Cc4ccccc4)CC3)CC[C@@H]21	10	-18	-1.9	-7	-9	-5	0.3	-14
CCOC(=O)c1ccccc1NC(=O)c1n[nH]c(=O)c2ccccc12	·	82*	·	·	-6	·	0.1	29
CCC(C)NC(=O)CN1C(=O)NC2(CCOc3ccccc32)C1=O (stereo not drawn)	5	38	0.1	-4	-4	-1	0.4	-6
CN(C)c1ccc(/C=C/C(=O)c2cccnc2)cc1	6	-21	0.0	1	-10	2	0.1	-1
COc1cccc(C(=O)OCCNC(=O)c2cccnc2)c1	-4	3	3.7	1	-25	-1	0.0	-1
CN1C(=O)c2cc(NC(=O)c3ccno3)ccc2OC[C@H]2O[C@@H](CC(=O)NCC3CC3)CC[C@@H]21	-6	-7	-2.6	11	-12	-4	0.3	-3
Cc1nn(-c2ccccc2)c2nc(-c3ccccc3)cc(C(=O)N3CCOCC3)c12	10	-3	1.5	3	-8	2	-0.1	-4
O=C(CSc1nnc2c(n1)[nH]c1ccccc12)NCc1ccco1	-5	-3	-0.6	1	2	0	0.0	12

Remaining list, next part.
SMILES	EWS-Fli inh	INS-1E GSIS act	CFTR F508del cor	DENV2 CPE rescue	ARNT TACC3 PPI	ERp5 inh	XiGFP reactiv	PAX8 reporter
Cc1cccc(S(=O)(=O)NC(=O)C2(C)CCN2C(=O)Cc2ccsc2)c1 (stereo not drawn)	-3	-3	-0.9	2	·	7	0.0	4
COc1ccc(NC(=S)NNC(=O)c2ccco2)c(OC)c1	-6	15	-2.0	-2	6	1	-0.1	9
COc1ccc(CC(=O)OCC(=O)NCc2ccc(Cl)cc2)cc1	3	-9	2.4	-3	·	-5	-0.1	0
C[C@@H]1CCCCO[C@H](CN(C)Cc2ccncc2)[C@@H](C)CN([C@@H](C)CO)C(=O)c2cc(N(C)C)ccc2O1	-7	2	-0.1	-1	-4	6	-0.1	-4
COc1cccc(CNC(=O)CCS(=O)(=O)c2cc3c(cc2C)NC(=O)CO3)c1	4	·	-7.7	-5	7	-11	-0.1	9
O=C(NNC(=O)c1ccc(Br)o1)c1ccc(NC(=O)c2ccccc2)cc1	-19	4	0.8	-3	-3	1	0.1	16
COc1ccc(NC(=O)Nc2cccc3c2O[C@@H](CN(C)C(=O)Nc2cccc4ccccc24)[C@H](C)CN([C@H](C)CO)C3=O)cc1	-15	-8	0.9	2	10	·	-0.2	-30
CCCc1nnc(NC(=O)c2cn(CC)c3cc(N4CCN(C)CC4)c(F)cc3c2=O)s1	5	·	1.7	14	·	-3	0.1	24
Cc1ccc(C)c(N/C(N)=N/c2nc(C)cc(C)n2)c1	7	20	5.1	4	8	20	·	·
CC(C)C#Cc1cnc2c(c1)C(=O)N([C@@H](C)CO)C[C@H](C)[C@@H](CN(C)C(=O)c1cccnc1)O2	-2	11	-2.6	0	-1	1	0.7	1
CCOC(=O)c1[nH]c2cc(OC)c(OC)cc2c1NC(=O)CCN1CCSCC1	7	·	-0.4	-4	-6	8	0.1	24
CO[C@@H]1CN(C)C(=O)c2ccc(NC(=O)c3ccc(F)cc3)cc2OC[C@H](C)N(C(=O)CC2CC2)C[C@H]1C	6	-3	3.4	0	·	2	0.0	·
CCN1CCN(C(c2ccccc2)c2nnnn2Cc2ccc3c(c2)OCO3)CC1 (stereo not drawn)	-20	7	2.6	6	-6	-8	0.5	11
CC(C)[C@H](NC(=O)[C@H](Cc1ccccc1)n1c(=O)[nH]c2ccccc2c1=O)C(=O)N1CCC[C@H]1C(=O)O	4	-14	0.0	5	10	0	·	·
Fc1ccc(-c2cc(C(F)(F)C(F)F)[nH]n2)cc1	-41	·	0.3	?	·	6	0.1	3
Cc1ccccc1-c1nnc(SCC(=O)N(C)c2c(N)n(Cc3ccccc3)c(=O)[nH]c2=O)n1C	-1	7	0.5	2	-2	2	0.0	-3
COC(=O)C1=C(C)NC(=S)NC1c1ccc(OCC(=O)N2CC(C)OC(C)C2)c(OC)c1 (stereo not drawn)	1	9	1.4	-3	·	4	-0.1	0
CCn1c(=O)c(CCC(=O)N2CCN(c3ccccn3)CC2)c(C)c2c(C)nn(-c3ccccc3)c21	-2	0	3.2	-1	-4	2	0.0	-10
CCc1ccc(NC(=S)N2CCC(NC(=O)c3ccccc3OC)CC2)cc1	-3	·	1.0	-4	0	2	0.3	-17
COc1ccccc1N(CC(=O)N/N=C/c1ccc(SC)cc1)S(C)(=O)=O	·	-10	·	·	17	·	-0.1	-25
CCOc1ccc(N(CC(=O)NC2CCCCC2)C(=O)CCC(=O)Nc2nccs2)cc1	-2	1	1.3	-2	-10	-2	0.0	2
C[C@H](CO)N1C[C@H](C)[C@@H](CN(C)Cc2ccc(Oc3ccccc3)cc2)Oc2ccc(NC(=O)Nc3ccc(C(F)(F)F)cc3)cc2CC1=O	11	11	-1.3	-4	2	·	-0.1	52
Cc1ccc(S(=O)(=O)Nc2ccc3c(c2)C(=O)N([C@@H](C)CO)C[C@H](C)[C@@H](CN(C)C(=O)Nc2c(C)noc2C)O3)cc1	0	3	-1.0	-5	-4	-2	-0.2	1
CC(C)N(C(=O)CSc1nnc(CSc2ncccn2)n1C)C(C)C	2	-6	-0.6	33*	-2	-7	0.0	11
O=[N+]([O-])c1ccc(N/N=C/c2ccccc2)c(F)c1	-51	-3	·	-5	-5	3	-0.1	-125

Next section
SMILES	EWS-Fli inh	INS-1E GSIS act	CFTR F508del cor	DENV2 CPE rescue	ARNT TACC3 PPI	ERp5 inh	XiGFP reactiv	PAX8 reporter
CCCNC(=O)C1(C)CCN(Cc2ccc(Oc3ccccc3)cc2)C1 (stereo not drawn)	-5	-26	1.9	12	·	-2	0.0	3
O=C(CCS(=O)(=O)c1ccccc1)N1CCN(c2ccc(F)cc2)CC1	-52	0	-2.7	-1	1	-2	0.1	-58
Cc1ccc(O)c(C2=NOC(O)(C(F)(F)C(F)F)C2)c1 (stereo not drawn)	·	-7	·	4	0	1	·	·
CCSc1nnc(NC(=O)CCNS(=O)(=O)c2ccccc2F)s1	1	-1	1.6	-4	·	2	0.2	-14
CCCNC(=O)Nc1ccc2c(c1)OC[C@H](C)N(CCC(F)(F)F)C[C@@H](C)[C@H](OC)CN(C)C2=O	2	-12	-2.3	-4	0	?	-0.3	1
CC1CC(=O)N(CC(=O)N2CCCC2)c2ccccc2S1 (stereo not drawn)	8	·	0.4	-5	-1	10	·	·
CC(=O)NC[C@H]1[C@H](c2ccc(-c3cccc(F)c3)cc2)[C@H](CO)N1C(C)=O	-1	3	-0.8	·	-10	·	0.1	5
Cc1ccc2nc(-c3cccc(Br)c3)cc(C(=O)Nn3cnnc3)c2c1	-54	35	-0.2	·	-8	-5	-0.2	-1
O=C(CSc1nccn1Cc1ccco1)Nc1cccc(F)c1	·	9	0.8	-13	-15	-3	-0.2	-28
CCn1c(=O)c2c(nc3n2CCN3c2ccccc2)n(C)c1=O	3	6	1.5	0	-1	3	0.0	-3
CCOC(=O)c1sc(NC(=S)NC(=O)C2CC2)cc1C	?	-11	-2.8	-5	-2	1	-0.1	-49
Cc1ccc(NC(=O)CNC(=O)OCc2ccccc2)cc1C	-1	·	1.6	2	-3	-1	0.1	0
COc1ccccc1-c1ccc(C2[C@@H]3CN(C(=O)c4ccncc4)C[C@H]2N3)cc1 (stereo partly drawn)	8&0	-4&-15	-1.7&2.1	?	·	·	0.1&0.1	1&9
COC(=O)c1cc2c(c3c4cc(F)ccc4n(S(=O)(=O)c4ccc(OC)cc4)c13)C(=O)N(C)C2	-1	·	2.9	-4	·	-1	-0.1	12
NS(=O)(=O)c1ccc(N2CCOCC2)c(C(=O)NCCCSc2ccccc2)c1	9	12	0.0	-8	-7	10	0.0	17
O=C(COc1ccccc1)NCc1ccc(-n2cccc2)cc1	1	-24	1.2	8	3	-6	0.0	-16
C=CCNC(=O)c1ccc2c(c1)S(=O)(=O)c1ccccc1C2=O	5	13	-0.1	-12	-1	1	0.1	-15
CCN(CC)C(=O)C1=C(C)N(CCCOC)C(=O)C(CC(=O)NCc2ccco2)C1 (stereo not drawn)	0	8	0.6	?	·	2	-0.1	-7
Cc1ccc(NC(=O)c2c(C)noc2C)cc1S(=O)(=O)N1CCOCC1	-9	-3	9.9*	3	-4	4	0.3	·
Cc1cccc(C)c1NC(=O)COC(=O)c1ccccc1Nc1ccccc1	·	-6	·	·	-6	·	0.2	1

Source: PubChem (Broad Institute)
